Screening data from PubChem.
Pf Dd2 inh – Plasmodium falciparum Dd2 growth inhibition. P. falciparum Dd2 growth, SYBR Green, 72 h. 120,000 tested, 4.3% active. Potency, µM (top dose mostly 28.9 µM), without a hit: at the top dose activity, negative = inhibition, actives largely listed as inhibitors; active means well fitted inhibition curve with a large enough effect; inconclusive means small, poorly fitted or top-dose-only effect; inactive means no such curve, though single readings can be large or run the other way;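 further: plate controls were DMSO vehicle for no effect and reference drug for full effect; nearly all actives have a fitted effect of over 65% in size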
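Readout: SYBR Green fluorescence, 485 nm excitation, 535 nm emission, after ~16 h lysis at 37C. Before that, Dd2-infected red cells (2.5% hematocrit) grew 72 h with compound, 29 uM top final concentration.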
* marks the source's active call; other numbers are inactive results; i = inactive; u = inconclusive; [ ] = another dose, or the depositor's remark. Potency means the concentration at half of the fitted maximal effect. This is a subset, so the mix of outcomes need not match the whole.

The first 16 entries as a preview:
SMILES	Pf Dd2 inh
Cc1ccn(CC(=O)N2CCC3(CCCN(CCCc4ccccc4)C3)C2)n1 (stereo not given)	-27%
COc1cc(C(=O)Nc2ccc(NC(=O)c3ccc(Br)cc3)cc2)cc(OC)c1OC	47%[activator]
CCC(=O)N1CCC(Cc2ncc(C)n2CC2CC2)CC1	u
O=C(c1ccc(Cl)cc1)N1CC2(CCN(CC3CCCC3)C2)OCc2ccccc21 (stereo not given)	u
COc1ccc(-c2cccc(CN)c2)cc1	u
Cn1ncc2nc(SCC(=O)Nc3ccc(Br)cc3F)n(Cc3ccccc3)c(=O)c21	i
COc1cc(CNc2nccc3c(=O)cc(N4CCOCC4)oc23)cc(OC)c1	u
COc1ccc(CN2CC3(CCN(C(=O)c4ccc(C)cc4C)CC3)C2=O)cc1	-15%
Cc1oc(-c2ccc(C(=O)NCc3ccccc3F)cc2)nc1COc1ccccc1	14%
CC(C)Oc1cccc(C(=O)Nc2ccc3oc(-c4cccc(Cl)c4)nc3c2)c1	0%
CN(CCc1ccccn1)C(=O)CCC[C@@H]1[C@H]2CCCN3CCC[C@@H](CN1C(=O)c1cccnc1)[C@@H]23	-11%
CC(=O)Nc1ccc(C2(C(=O)NCc3cccs3)CCCCC2)cc1	-7%
COc1ccc(NC(=O)C2CCN(C(=O)c3ncn4c3COC(c3ccccc3)C4)CC2)cc1OC (stereo not given)	i
Cc1ccc(CN2CCCN(S(=O)(=O)c3ccccc3)CCC(=O)NCC2)o1	u
CCOc1cccc(-c2nnc(CCC(=O)NCCCc3ccccc3)c(=O)[nH]2)c1	i
Cc1noc(C)c1C(=O)NCC(=O)N1CCCCCNC(=O)CC1c1ccccc1 (stereo not given)	3%

The list itself, from the start:
SMILES	Pf Dd2 inh
Cc1ccn(CC(=O)N2CCC3(CCCN(CCCc4ccccc4)C3)C2)n1 (stereo not given)	-27%
COc1cc(C(=O)Nc2ccc(NC(=O)c3ccc(Br)cc3)cc2)cc(OC)c1OC	47%[activator]
CCC(=O)N1CCC(Cc2ncc(C)n2CC2CC2)CC1	u
O=C(c1ccc(Cl)cc1)N1CC2(CCN(CC3CCCC3)C2)OCc2ccccc21 (stereo not given)	u
COc1ccc(-c2cccc(CN)c2)cc1	u
Cn1ncc2nc(SCC(=O)Nc3ccc(Br)cc3F)n(Cc3ccccc3)c(=O)c21	i
COc1cc(CNc2nccc3c(=O)cc(N4CCOCC4)oc23)cc(OC)c1	u
COc1ccc(CN2CC3(CCN(C(=O)c4ccc(C)cc4C)CC3)C2=O)cc1	-15%
Cc1oc(-c2ccc(C(=O)NCc3ccccc3F)cc2)nc1COc1ccccc1	14%
CC(C)Oc1cccc(C(=O)Nc2ccc3oc(-c4cccc(Cl)c4)nc3c2)c1	0%
CN(CCc1ccccn1)C(=O)CCC[C@@H]1[C@H]2CCCN3CCC[C@@H](CN1C(=O)c1cccnc1)[C@@H]23	-11%
CC(=O)Nc1ccc(C2(C(=O)NCc3cccs3)CCCCC2)cc1	-7%
COc1ccc(NC(=O)C2CCN(C(=O)c3ncn4c3COC(c3ccccc3)C4)CC2)cc1OC (stereo not given)	i
Cc1ccc(CN2CCCN(S(=O)(=O)c3ccccc3)CCC(=O)NCC2)o1	u
CCOc1cccc(-c2nnc(CCC(=O)NCCCc3ccccc3)c(=O)[nH]2)c1	i
Cc1noc(C)c1C(=O)NCC(=O)N1CCCCCNC(=O)CC1c1ccccc1 (stereo not given)	3%
CNC(=O)Nc1ccc(C)n(CC(=O)NCc2ccc(Cl)cc2)c1=O	-14%
CN1C[C@H](O)C[C@H]1c1nc(-c2ccc3c(c2)OCO3)no1	-5%[44.1 µM]
CCOc1ccc(S(=O)(=O)Nc2ccc3c(c2)N(C(C)=O)CCC3)cc1	u
COCCC(=O)N1CCc2oc(C)c(C(=O)N(C)C)c2C1	-13%
COc1ccc(-c2ccc3ncc(Nc4ccc(C(N)=O)cc4)n3n2)cn1	i
O=C(c1cn2ccsc2n1)N1CCC2(CCNCC2)CC1	-6%
O=C(NC1CCCCC1)N1CCCC(c2noc(COc3ccccc3F)n2)C1 (stereo not given)	u
O=C(NC[C@H]1O[C@@H](CO)[C@@H](O)[C@H]1N1CCN(c2ccccn2)CC1)c1ccccc1	2%
COCC[C@]1(O)CCN(C(=O)c2cccc(OCC(N)=O)c2)C[C@H]1C	-5%

Next results
SMILES	Pf Dd2 inh
COc1ccccc1CC(=O)N1CCCN(CCc2ccccc2)c2ccccc21	7.9µM*
CCCc1nnsc1C(=O)N[C@@H]1CCOC[C@H]1Oc1ccccn1	2%
COc1cccc(CNC(=O)CN2C(=O)NC(c3ccc(Cl)cc3)C3=C2COC3=O)c1OC (stereo not given)	u
Cc1nn(-c2ccc(C(F)(F)F)cc2)c(C)c1[C@@H]1C=C[C@@H](NC(=O)c2cccs2)C1	2.8µM*
O=C1CCCCC(C(=O)NCCc2ccncc2)N1 (stereo not given)	10%
Cc1cnc(CCNC(=O)Nc2ccc3c(c2)OCCO3)n1Cc1ccc(F)cc1	-6%
Cn1nc2n(c1=O)CCN(C(=O)c1ccncn1)CC2	i
Cc1c(Cl)cccc1NC(=O)CN1C(=O)COc2ccc(S(=O)(=O)Nc3ccccc3)cc21	u
O[C@H]1CC[C@@H](Cc2cc(CN3CCCCC3)on2)O[C@@H]1CNCc1cccnc1	-19%[44.1 µM]
Cc1ccc(-c2nnc(C3CN(C(=O)c4cccs4)CC34CCOCC4)o2)cc1 (stereo not given)	-4%
COc1ccccc1-c1cc(C(=O)N2CCN(c3ncccn3)CC2)nn2cccc12	12%
O=C(NCC1CCOCC1)Nc1ccc(Cl)cc1C(F)(F)F	1%
COc1cc(C)c(-c2nc(CN3CCN(C)C(=O)C3)c(C)o2)cc1C	-25%
O=[S+]1([O-])NCC2(CCN(Cc3ccsc3)CC2)Oc2ncccc21	u
COc1cccc(Cc2nc(C3CC(=O)N(C4CCCCC4)C3)no2)c1 (stereo not given)	i
CCOc1ccc(Nc2cc(C)nc3nncn23)cc1	-15%
O=C(c1cccc(Cl)c1)N1CCN(c2nc3ncccc3o2)CC1	i
c1c[nH]c(CNC[C@H]2Cn3ccnc3CO2)n1	23%[44.1 µM]
Cc1ccc(CN(C(=O)c2ccco2)c2ccc(CC(=O)N(C)Cc3ccccc3)cc2)cc1	-27%
N#Cc1ccc2nc([C@H]3CCN(Cc4ccccn4)C3)[nH]c2c1	u
CCOC(=O)c1c(C)oc2nc(C)nc(NCc3cccc(OC)c3)c12	u
CN1CCN(c2nc(C(=O)NC(C)(C)C)cs2)CC1	i
O=C(NCc1ccc(F)cc1)c1cc2c(s1)-c1ccccc1SC2	-24%
COc1ccc(CNC(=O)Cn2c(SCC(=O)Nc3ccc(C)c(C)c3)nc3ccccc32)cc1	u
OCCCn1cnc(-c2ccccc2)c1-c1ccc(-c2ccn[nH]2)o1	-11%

Next section:
SMILES	Pf Dd2 inh
Cc1cccc(OCC2(CNC(=O)c3cccnc3)C[C@@H](O)[C@@H](O)C2)n1 (stereo not given in full)	13%[44.1 µM]
CC(=O)Nc1ccc(NC(=O)c2cc(-c3cccs3)on2)cc1	0%
CC(C(=O)NCc1cccc(F)c1)C1CCOCC1 (stereo not given)	14%
Cc1ccc(-c2noc(-c3nc(-c4cccnc4)no3)n2)cc1	i
CCOc1ccc(Nc2nc(C)c(NC(=O)c3ccc(C)cc3)c(Nc3ccc(OCC)cc3)n2)cc1	-12%
O=C(Cn1cccc1-c1nc(-c2ccccc2)no1)Nc1cc(F)cc(F)c1	10%
COc1ccc(OC)c(NC(=O)N2CCCN(C)c3ccccc32)c1	-20%
Cc1ccc(CNC(=O)Cc2csc3ccccc23)cc1	i
CCn1nccc1C(=O)N1[C@H]2CC[C@@H]1c1cnc(-c3ccccc3)nc1C2	i
CCN(CC)CCSc1nnc2c3cc(F)ccc3n(CC)c2n1	-15%
Cc1cccc(OCC(=O)NCC2(N3CCN(C)CC3)CCCCC2)c1C	u
COCc1nc(CCNC(=O)C2CC2)no1	48%[activator]
COc1ccccc1-n1nc(-c2c(C)nc3scc(CC(=O)NCCC(C)C)n3c2=O)cc1C	i
COc1ccc(OC)c(C(O)Cn2ccn3nc(-c4cccs4)cc3c2=O)c1 (stereo not given)	-23%
CC(=O)N(C1CC1)C1CCOC2(CCN(C(=O)c3cc(-c4ccccc4)n[nH]3)CC2)C1 (stereo not given)	-17%
CCN(CC)c1nn2c(=O)c(C(=O)NCc3ccccc3Br)cnc2s1	17%
O=C(NC1CCCN(c2cc(-c3ccccc3)[nH]n2)C1)c1cc(F)ccc1Cl (stereo not given)	i
COC(=O)CNC(=O)c1cc(-c2ccccc2OC)nc2c1cnn2C	84%[activator]
O=C(OCc1ccccc1)N1CCC2(CC1)C(=O)NN=C2c1cccnc1	i
COC[C@@H]1CN(Cc2ccccn2)C[C@H]1C(=O)NC1CC1	7%
COc1ccc(C(=O)N2CCC3(CC2)CC(OCC2CC2)CCO3)cc1OC (stereo not given)	u
COCC(C)Nc1ncnc2c1cnn2-c1cccc(Cl)c1 (stereo not given)	i
Cc1ccc(CCNC(=O)CCN2N=C(c3ccc(C)cc3)CCC2=O)cc1	2%
CCOc1cc(C(=O)N2CCC(Cc3nc(-c4ccccc4)no3)CC2)cc(OCC)c1OCC	u
COc1ccc(CNC(=O)c2ccc(-c3nc(CS(=O)c4ccc(C)cc4)c(C)o3)cc2)cc1 (stereo not given)	u

(further entries)
SMILES	Pf Dd2 inh
Cn1c(=O)oc2cc(S(=O)(=O)NC(Cc3ccccc3)C(=O)NCc3ccccc3Cl)ccc21 (stereo not given)	-11%
O=C(c1ccccc1)N1CCn2c(nnc2C2CCNCC2)C1	5%
CCOC(=O)c1cccc(NC(=O)CCNS(=O)(=O)c2cccc3nonc23)c1	-19%
O=C1NC2(CCN(Cc3ccccc3C(F)(F)F)CC2)COc2ccccc21	u
CCCNC(=O)N1CCC(n2c(C)cnc2C2CCOCC2)CC1	11%
Cc1cc(C2CCCN2C(=O)c2ccnn2C)on1 (stereo not given)	4%
COc1ccc(Br)cc1CNC(=O)c1ccc2c(c1)nc1n2CCCCC1	i
CCCN(CCC)CCNC(=O)c1cc2c(=O)oc3ccc(C)cc3c2s1	23%
CCOC(=O)c1cnn(-c2ccc(C(=O)Nc3ccc(OC(F)(F)F)cc3)cc2)c1N	u
COC(=O)c1ccc2oc(=O)c(S(=O)(=O)c3ccc(C)cc3)cc2c1	9%
CC(=O)N1CCC(N2C[C@H](O)C[C@H]2c2nc(-c3ccc(C(F)(F)F)cc3)no2)CC1	u
Cc1nn(C)c(C)c1CCN(C)C(=O)c1ccc(N2CC3CC(C2)[C@H]2CCCC(=O)N2C3)nc1 (stereo not given in full)	2%
CCOC(=O)C1=C(C)N=C2SC=C(CC(=O)N3CCCCC3)N2C1c1cccc(OC)c1 (stereo not given)	u
COc1ccc(-c2cc(C(=O)OCC(=O)c3cccc(OC)c3)c3cccc(Cl)c3n2)cc1	u
Cc1ccnc(NC(c2cc(C)ccc2O)c2ccc3cccnc3c2O)c1 (stereo not given)	u
O=C(NCCCN1CCN(c2ccc(F)cc2)CC1)Nc1ccc(Cl)cc1	u
CCn1nc(-c2ccccc2CN2CCOCC2)nc1N(C)C	-7%
COc1ccc(OCC2(C)COc3ccc(C(=O)NC4CCOCC4)cc3N2)cc1 (stereo not given)	-2%[44.1 µM]
CCCCNc1ccc(-c2nc(-c3ccncc3)no2)cc1[N+](=O)[O-]	20%
Cc1cccc(CNC(=O)C2CCN(c3nn4cc(-c5ccc(F)cc5)nc4s3)CC2)c1	28%
Cc1noc(-c2ccc(OC3CN(S(=O)(=O)c4c(C)nn(C)c4C)C3)cc2)n1	i[5.79 µM]
CCOc1ccc(Nc2cc(C)nc3nc(Cc4ccc(Cl)cc4)nn23)cc1	u
Cn1cc(CN2CCCC(COc3ccccc3C(=O)N3CCCC3)C2)c2ccccc21 (stereo not given)	u
O=C(NCc1ccc2c(c1)OCO2)c1nc(-c2ccc(Cl)cc2)c2cnccn12	u
O=C(NC1CCCCC1)N1CCc2nn(CC3CC3)c(=O)n2CC1	28%

Going on with the list:
SMILES	Pf Dd2 inh
COc1ccc(-c2cc(N3CCC(NC(=O)c4cc(Cl)ccc4F)C3)n[nH]2)cc1 (stereo not given)	i
Cc1ccc(NC(=O)Cn2c(N(C)Cc3ccccc3)nc(C)cc2=O)c(Cl)c1	-7%
Cc1cc(N2CCN(Cc3ccccc3)CC(O)C2)nc(N)n1 (stereo not given)	-15%
CCN1C(=O)CCc2cc(NC(=O)c3ccc(F)cc3)ccc21	i
Cc1cc(Cn2cc3c4c(cccc42)[C@H](CC(C)C)N[C@H](C(=O)NC2CCC2)C3)no1	-24%[44.1 µM]
COc1ncc(-c2ccnc(-c3nnc(C)n3-c3ccccc3)c2)cn1	u
Cc1noc(C)c1S(=O)(=O)N1C[C@@H](C(=O)O)[C@H](c2ccccn2)C1	5%
CCN(C)C(=O)C(C)N1CCc2onc(-c3ccc(-c4ccccc4)cc3)c2C1 (stereo not given)	u
Cc1ccc(CNC(=O)c2ccc(CN3CC(=O)N4CCCCC4C3=O)cc2)cc1 (stereo not given)	109%[activator]
CC(=O)Nc1cccc(NC(=O)Cn2cnc3c(oc4ccccc43)c2=O)c1	9%
CCCC(=O)N1CC2CC(C1)[C@H]1CCCC(=O)N1C2 (stereo not given in full)	-5%
Cc1ccc(S(=O)(=O)N2CCCC(CCC(=O)N3CCCCC3)C2)cc1 (stereo not given)	u
Cc1ccc(NC(=O)c2oc3ccc(S(=O)(=O)N(C)C4CCCCC4)cc3c2C)cc1Cl	u
CC(=O)NCCCC(=O)N1CCOC2(CCN(C(=O)c3c(C)noc3C)CC2)C1	18%
NC(=O)c1cc(S(=O)(=O)N2CCCCC2)cs1	-23%
CC(C)N1CCN(CCN2CC3(CCN(C(=O)CCN)CC3)OC2=O)CC1	12%
OCC1(Cc2ccccc2C(F)(F)F)CCNCC1	-4%
Cc1n[nH]c(C)c1CCC(=O)NC1CCCc2c1[nH]c1c(Cl)cccc21 (stereo not given)	-13%
CN(CC1CCOC1)C(=O)c1ccccc1Br (stereo not given)	i
